RTF Ca sens inh: cardiac RTF calcium sensitivity inhibitors, primary screen, biochemical, IANBD-TnC fluorescence, EC70 calcium. hit rate 0.12% among 340,000. IANBD-labeled cardiac RTF, Ca2+ fluorescence. Troponin I, cardiac muscle (Homo sapiens) + Troponin T, cardiac muscle (Homo sapiens) + …. inhibition, % at 7.15 µM. AID 493244, 2011;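 active means inhibition above the mean inhibition of all tested compounds plus 3 SD, cut at about 17% in these data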;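 further: assay run at fixed EC70 calcium of 1.6 mM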
Keap1-Nrf2 PPI: Keap1-Nrf2 protein-protein interaction inhibitors, primary screen, biochemical, fluorescence polarization, single point | Kelch-like ECH-associated protein 1 (Homo sapiens), Q14145 | Keap1 Kelch-Nrf2 peptide fluorescence polarization, 1536-well | inhibition, % at 9.4 µM | hit rate 0.15% among 340,000 | AID 504523, 2011; in the data active means inhibition above about 12%; inconclusive means no clear call, values can overlap the other calls; inactive means below about 7.3%;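 further: human Keap1 Kelch domain with fluorescein labeled Nrf2 9mer peptide probe; 0% = neutral control wells and 100% = peptide positive control; higher means more block of Keap1 binding to Nrf2 peptide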
cardiac RTF act: cardiac RTF calcium sensitivity activators, primary screen, biochemical, IANBD-TnC fluorescence, EC20 calcium; IANBD-labeled TnC RTF fluorescence at EC20 calcium; 0% EC20 calcium, 100% full calcium; activation, % at 7.2 µM; hit rate 0.24% among 340,000; AID 493008, 2010;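 active means activation above the mean over all tested compounds plus 3 SD, cut at about 30% in these data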;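 further: rise in fluorescence read as greater calcium sensitivity of cardiac thin filaments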
Mot1-301 SUMO: yeast Mot1-301 growth rescue at high temperature, primary screen, SUMOylation pathway inhibitor project, S. cerevisiae, ATP luminescence, 38.5C; S. cerevisiae Mot1-301 growth rescue; percent above DMSO median, 100 means doubled; growth rescue, % at 18.8 µM; hit rate 1% among 320,000;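 active means every valid replicate shows activation above 250% relative to neutral control wells; inactive means the rest, any valid replicate at or below 250%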;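 further: OY570 slx delta 5 strain wells were the positive control but not used for scaling; some compounds called inactive have numbers as strong as hits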
Rtt109 HAT inh: inhibitors of C. albicans Rtt109/Vps75 HAT, primary screen, biochemical, ThioGlo CoA-SH fluorescence, plate reader | inhibition, % at 34.9 µM | purified Rtt109/Vps75, 4 h | Histone acetyltransferase RTT109 (Candida albicans (strain SC5314 / ATCC MYA-2876)), … | hit rate 0.16% among 330,000;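 active means inhibition of at least 50% in every replicate; inconclusive means best replicate reaches 50% inhibition but some replicates fall short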
Target sequence (Q5AAJ8 whole entry, looked up): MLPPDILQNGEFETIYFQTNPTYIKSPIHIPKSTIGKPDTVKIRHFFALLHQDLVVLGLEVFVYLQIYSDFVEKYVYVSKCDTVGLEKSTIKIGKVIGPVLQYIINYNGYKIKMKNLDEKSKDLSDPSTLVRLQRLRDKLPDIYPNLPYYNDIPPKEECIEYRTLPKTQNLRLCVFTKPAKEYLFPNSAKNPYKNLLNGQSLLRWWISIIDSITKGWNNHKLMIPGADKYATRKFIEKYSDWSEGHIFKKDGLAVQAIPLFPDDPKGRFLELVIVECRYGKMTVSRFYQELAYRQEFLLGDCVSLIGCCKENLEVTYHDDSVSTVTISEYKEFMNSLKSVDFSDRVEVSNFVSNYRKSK
CDK5 inh: inhibitors of human CDK5/p35 kinase, primary screen, biochemical, single concentration | Cyclin-dependent kinase 5 (Homo sapiens) + Cyclin-dependent kinase 5 activator 1 (Homo … | inhibition, % at 10 µM | hit rate 0.01% among 330,000 | Recombinant CDK5/p35, ADP-Glo luminescence, 60 min;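 active means highest replicate inhibition of at least 50% and at least 75% of replicates reaching 50%; inconclusive means only one of the two criteria met; inactive means both criteria failed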;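 further: plate controls were DMSO neutral control for no effect and GW8510 at 10 µM for full effect; many of its hits are not listed in these tables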
NSD2 inh: NSD2 histone methyltransferase inhibitors, primary screen, biochemical, AlphaScreen, single concentration, set 2; NSD2 peptide methylation, 120 min; inhibition, % at 12.5 µM; hit rate 0.54% among 310,000; in the data active means inhibition above about 50%
C-LANA FP: inhibitors of KSHV C-LANA binding to DNA, primary screen, biochemical, fluorescence polarization, FAM-LBS DNA, MBP-C-LANA, single point; AID 504423, 2011; hit rate 0.078% among 340,000; inhibition, % at 9 µM; Kaposi's sarcoma herpesvirus LANA C-terminal domain (residues 932-1162) DNA binding;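 active means highest replicate inhibition at or above 60% at 9 µM, even if other replicates fall short; inactive means all replicates below 60% inhibition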;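 further: 0% = neutral control wells and 100% = 4 µM acridine orange control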
dFosB act: activators of delta FosB homodimer, primary screen, biochemical, fluorescence polarization, TAMRA-CDK5 oligo, single point. Protein FosB (Mus musculus), P13346. activation, % at 25 µM. hit rate 0.99% among 340,000. purified delta FosB; percent of positive-control signal above neutral wells;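 active means mean activation above about 17%, with every replicate also reaching it, limit read from the data, passing the limit was not always enough; inconclusive means only one of the two conditions met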;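 further: fluorescence polarization rise as delta FosB binds a TAMRA Cdk5 AP-1 oligo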
Target sequence (P13346 whole entry, looked up): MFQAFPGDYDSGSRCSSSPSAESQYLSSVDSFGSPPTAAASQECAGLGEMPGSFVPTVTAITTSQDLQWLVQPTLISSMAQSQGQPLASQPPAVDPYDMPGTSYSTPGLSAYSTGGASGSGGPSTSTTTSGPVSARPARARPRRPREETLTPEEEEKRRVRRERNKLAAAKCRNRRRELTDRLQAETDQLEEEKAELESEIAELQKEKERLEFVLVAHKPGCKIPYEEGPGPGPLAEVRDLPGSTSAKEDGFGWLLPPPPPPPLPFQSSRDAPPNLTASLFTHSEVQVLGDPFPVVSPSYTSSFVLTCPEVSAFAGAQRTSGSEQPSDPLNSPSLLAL
PfHsp90 yeast 2: growth inhibition of PfHsp90-expressing yeast, primary screen, antimalarial PfHsp90 inhibitor project, S. cerevisiae, BacTiter-Glo luminescence, single point, set 2; BacTiter-Glo ATP, 48 h; yeast lacking PDR1 and PDR3 efflux regulators; inhibition, % at 9.4 µM; hit rate 0.32% among 310,000; AID 504621, 2011;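 active means every replicate shows inhibition above about 80%, whatever the replicate mean, limit read from the data; inconclusive means mean inhibition reaches the set limit but some replicate falls short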;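 further: 0% = DMSO neutral controls and 100% = 20 µM radicicol positive controls; yeast relying on Plasmodium falciparum Hsp90 in place of its own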
PvdQ acylase: P. aeruginosa PvdQ acylase inhibitors, primary screen, biochemical, fluorescence, plate reader and imaging, single point; hit rate 0.063% among 340,000; inhibition, % at 10 µM; PvdQ acylase [Pseudomonas aeruginosa LESB58]; purified PvdQ acylase; in the data active means inhibition above about 30%, passing the limit was not always enough; inconclusive means no clear call, values can overlap the other calls;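 further: 0% = vehicle neutral wells and 100% = reference inhibitor wells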
The depositor's hits bear a star; u = inconclusive; x = no result given.

SMILES	RTF Ca sens inh	Keap1-Nrf2 PPI	cardiac RTF act	Mot1-301 SUMO	Rtt109 HAT inh	CDK5 inh	NSD2 inh	C-LANA FP	dFosB act	PfHsp90 yeast 2	PvdQ acylase
CSc1cccc(NC(=O)COC(=O)C2CCN(S(=O)(=O)c3ccccc3)CC2)c1	-5	1	-8	9	-3	1.3	-3	0.1	-7	-4	3
O=C(c1cccc(-c2nnc(-c3ccccc3)o2)c1)N1CCCCC1	1	-1	-1	x	-4	-1.4	-4	-0.1	-14	3	-11
CC(C)OC(=O)CC(=O)CSc1nc(-c2ccc(F)cc2)cc(-c2ccccc2)c1C#N	-18	-4	24	13	2	0.2	-3	-2.1	-14	-10	-12
CCOc1nc(C)ccc1-c1noc(CC)n1	-1	-6	3	-3	3	-0.7	-3	1.1	1	x	10
C=C(CCO)C1=CCN(S(=O)C(C)(C)C)[C@@H]1CCO (some centres undefined)	4	-3	4	x	-6	13	x	1.3	-4	6	9
Cc1cccc(Cn2cc(SCC(=O)Nc3nccs3)c3ccccc32)c1	-7	-1	11	-8	-4	-1.4	x	-1.1	-5	0	-8
CN1CCc2c(sc(NC(=O)c3ccc(S(=O)(=O)N4CCCCCC4)cc3)c2C(N)=O)C1	-26	-8	10	-3	-61	-1.0	x	0.9	54*	-16	8
COc1ccccc1CC(=O)N1CCN(c2cccc(C(F)(F)F)c2)CC1	-1	-3	5	1	13	3.0	-3	-0.6	-8	-36	2
O=c1c2[nH]cnc2n(-c2cccc(Br)c2)c(=O)n1Cc1ccccc1	-10	3	-4	-12	3	0.9	2	-2.4	-2	0	6
Cn1c(=O)c2c(ncn2CC(=O)OCC(=O)NC2CCCc3ccccc32)n(C)c1=O (centres undefined)	-1	0	2	-5	-7	0.5	-1	2.9	-2	7	1
COc1ccc(NC(=O)COC(=O)c2cc(Cl)ccc2O)cc1S(=O)(=O)N1CCCCC1	3	-2	3	15	-17	-1.7	-1	-0.5	-10	-4	-14
COC(=O)c1cccc(NC(=O)c2cccc(N3C(=O)CCC3=O)c2)c1	2	-6	0	83	-4	-2.9	-1	-0.4	-4	0	-14
O=C(c1ccc2c3c(cccc13)CC2)N1CCN(c2ncccn2)CC1	-15	-1	-3	52	3	-0.5	3	0.1	-17	7	-3
COc1cc(CNC(=O)c2ccc3c(c2)S(=O)(=O)c2ccccc2C3=O)cc(OC)c1	1	-2	-3	30	1	-0.5	x	3.3	-5	-8	1
Cc1ccc2nc(SC(C)C(=O)NC3CCCC3)[nH]c2c1 (centres undefined)	0	-6	1	3	-4	-0.3	1	1.7	-8	x	-13
COc1cc(NS(=O)(=O)c2ccc(C)cc2)c2ncccc2c1	-19	-6	12	x	14	0.8	x	-1.5	1	x	-15
CCOc1ccccc1-c1nc(C(N)=O)c2[nH]c(=O)n(-c3cccc(C)c3)c2n1	10	-3	-1	4	-7	1.9	3	-1.5	2	27	-2
Cc1ccc(Nc2ccc(C(=O)O)cc2[N+](=O)[O-])cc1	-6	-5	-4	-11	x	1.0	13	1.0	-5	-35	-11
O=C(CSc1nncn1-c1cccnc1)Nc1ccccc1C(F)(F)F	-4	-1	-5	12	-3	-1.7	-5	0.9	1	-9	-15
CCN1CCCc2cc(CN(CCN3CCOCC3)C(=S)Nc3cc(F)cc(F)c3)ccc21	3	3	-5	215	2	0.8	11	0.9	7	-54	3

Part of the list above, as labelled records:
COc1ccccc1CC(=O)N1CCN(c2cccc(C(F)(F)F)c2)CC1
  RTF Ca sens inh: -1 | Keap1-Nrf2 PPI: -3 | cardiac RTF act: 5 | Mot1-301 SUMO: 1 | Rtt109 HAT inh: 13 | CDK5 inh: 3.0 | NSD2 inh: -3 | C-LANA FP: -0.6 | dFosB act: -8 | PfHsp90 yeast 2: -36 | PvdQ acylase: 2
O=c1c2[nH]cnc2n(-c2cccc(Br)c2)c(=O)n1Cc1ccccc1
  RTF Ca sens inh: -10 | Keap1-Nrf2 PPI: 3 | cardiac RTF act: -4 | Mot1-301 SUMO: -12 | Rtt109 HAT inh: 3 | CDK5 inh: 0.9 | NSD2 inh: 2 | C-LANA FP: -2.4 | dFosB act: -2 | PfHsp90 yeast 2: 0 | PvdQ acylase: 6

More records.
SMILES	RTF Ca sens inh	Keap1-Nrf2 PPI	cardiac RTF act	Mot1-301 SUMO	Rtt109 HAT inh	CDK5 inh	NSD2 inh	C-LANA FP	dFosB act	PfHsp90 yeast 2	PvdQ acylase
O=C(NC(Cc1c[nH]c2ccccc12)C(=O)N/N=C/c1ccc(Cl)cc1)c1cccs1 (centres undefined)	-5	-4	-2	-7	6	-2.4	x	2.5	-12	3	-9
COc1ccccc1C(=O)NCCC(=O)N1CCN(S(=O)(=O)c2ccccc2C(F)(F)F)CC1	4	2	2	x	-5	0.1	-3	0.0	-8	18	-5
Cc1cc(C)c2c(n1)sc1c(O)cc(=O)[nH]c12	-14	-4	0	-14	3	2.4	x	-0.3	-5	5	3
COc1cccc(-c2nc(CS(=O)(=O)CC(=O)NC3CCCCCC3)c(C)o2)c1	-3	0	-5	36	4	0.6	15	2.2	-17	13	-7
CCCSc1ccc([C@@H]2[C@@H]3C(=O)N(CC)C(=O)[C@@H]3[C@]3(C(=O)OC)CCCCN23)cc1OC	10	4	-5	1	9	-0.4	x	2.7	-2	-9	0
Cc1ccc2[nH]cc(CCNC(=O)CN3C(=O)c4ccccc4C3=O)c2c1	-15	-2	-2	-8	4	1.0	-2	0.0	-5	10	-10
CN1CCN(C(=O)CN(C)S(=O)(=O)c2ccc3ccccc3c2)CC1	x	-2	x	-13	5	-0.1	-5	0.2	-1	8	-2
Cc1ccc(CN2CC(C(=O)O)CC2=O)cc1 (centres undefined)	-1	-3	-1	x	1	0.0	0	2.1	4	3	6
O=C(CCN1C(=O)/C(=C/c2ccccc2F)SC1=S)Nc1cccnc1	0	4	-5	48	-6	0.3	16	-2.3	9	1	-9
Cc1oc(-c2ccccc2Cl)[n+]([O-])c1C	-8	-1	-1	-16	-5	-2.1	-1	0.5	-5	x	-4

(more compounds)
Order of values: RTF Ca sens inh	Keap1-Nrf2 PPI	cardiac RTF act	Mot1-301 SUMO	Rtt109 HAT inh	CDK5 inh	NSD2 inh	C-LANA FP	dFosB act	PfHsp90 yeast 2	PvdQ acylase
CC(=O)Nc1nc(CC(C)C)cc2c1c(=O)oc1ccccc12
 : 4	-3	0	6	-17	0.5	-2	-0.3	-3	15	-16
Cc1nnc(NC(=O)CSc2nnc3scc(-c4ccc(C)c(C)c4)n23)s1
 : 0	4	-1	447	-9	-0.3	1	3.9	u	6	-12
CCc1nn(CC(=O)NC(C)CCc2ccccc2)c(=O)c2cc3occc3n12 (centres undefined)
 : 0	-2	-2	0	0	3.3	0	-1.5	12	15	-10
COC(=O)c1cccc(Nc2nc(-c3cccnc3)nc3ccccc23)c1
 : 3	0	-1	-14	9	1.2	-6	0.2	-41	7	-8
Cc1cccc(C(=O)OCC(=O)Nc2ccc3c(c2)OCCO3)c1
 : -6	-6	3	-1	4	-0.3	-1	3.3	4	-23	-10
Cc1nc(NCCc2ccccc2)sc1C(=O)O
 : 3	-3	-4	-2	-3	-1.9	-3	-1.2	-2	11	-5
Cc1c(C)c2ccc(OC(C)C(=O)NCCCN3CCOCC3)c(C)c2oc1=O (centres undefined)
 : 5	-4	-4	-14	0	-0.8	-2	0.1	-12	5	3
COc1cc(C(=O)Nc2sc3c(c2C#N)CCN(C(C)=O)C3)cc(OC)c1OC
 : -1	3	-1	6	-5	1.6	x	-0.8	-14	-11	-1
O=C(CN1CCN(Cc2ccccc2)CC1)Nc1ccc(Cl)cn1
 : -7	0	2	19	3	3.5	0	-0.3	1	-1	22
CCOc1cc(-c2conc2N)cc(OCC)c1OCC
 : -6	-6	6	-13	9	-0.1	6	-2.0	5	22	-23
C=CCOc1nc2sc(C)c(C)c2c(=O)n1-c1ccccc1
 : -9	2	-3	-8	2	-2.1	-1	-2.7	-4	5	-11
Cc1ccc(S(=O)(=O)N2CCCCC2)cc1NC(=O)CN1C(=O)c2ccccc2S1(=O)=O
 : -3	0	1	4	-12	-4.8	1	-0.9	-5	-20	-19
COc1ccc(C2Nc3ccccc3C(=O)N2NC(C)=O)c(OC)c1 (centres undefined)
 : -14	-1	3	-1	-2	0.1	-2	-0.7	-3	-26	-11
Cc1cc(=O)oc(C)c1C(=O)N1CCN(c2ccc(F)cc2)CC1
 : -1	-1	-6	-12	-22	-0.7	-1	0.6	-2	-21	-4
COc1ccc(Cl)cc1C(=O)Nc1cccc2ncccc12
 : 0	-4	-2	-15	23	0.7	-2	1.4	-20	11	3
COc1ccc(S(=O)(=O)N2CCOCC2)c(Cl)c1Cl
 : -15	-6	-3	-6	-1	0.3	2	-0.7	-6	-15	-13
CCC(C)(C)NC(=O)C(c1ccc(F)cc1)N(Cc1ccco1)C(=O)c1snc(C(N)=O)c1N (centres undefined)
 : -14	-3	8	30	1	1.9	0	0.7	-11	-8	-2
C/C(=N\NC(=O)C(=O)Nc1cccc(Cl)c1C)c1ccncc1
 : -3	0	6	-8	-8	1.9	-2	2.5	-4	8	1
COC(=O)CNC(=O)Cn1cnc2sc(C)c(S(=O)(=O)N3CCC(C)CC3)c2c1=O
 : -5	-2	3	25	-2	-0.4	x	-0.5	5	-4	-1
COc1cccc(NC(=O)COC(=O)c2ccc(F)cc2F)c1
 : 12	2	-1	9	3	-0.1	-5	16	-5	-3	22
